S3 lipid droplet: qHTS Assay for Lipid Storage Modulators in Drosophila S3 Cells | Drosophila S3 cells, BODIPY lipid droplet fluorescence, 18-24 h; cells fed with added oleic acid | 0.64% of 320,000 active | lipid storage change, negative = inhibition, % at the top dose, mostly 46.1 µM; hits show Potency in µM; active = well fitted inhibition curve with a large enough effect in the signal ratio, with a control signal flat, not every such curve was filed as active; inconclusive = small, poorly fitted or top-dose-only effect, or effect the other way, or a change in a side signal; the % refers to the signal ratio
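Drosophila S3 cells got compounds at several concentrations plus oleic acid (400 uM solution). Laser-scanning cytometry with 488 nm excitation read lipid droplets at 500-530 nm and cells at 575-640 nm. Percent activity was relative to 20 uM Triacsin C.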
S3 lipid droplet cell count max: further read-out of S3 lipid droplet, marked with its call; cell number change, %; measured here: cell count max response;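 cells counted by Cell Tracker Red CMTPX staining in the red channel; peak over a dose series mostly up to 46.1 µM; percent activity relative to internal control wells on each plate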
An asterisk follows results filed as active; i = inactive; ? = inconclusive; . = no result given; [ ] = remark or other dose. % is set by controls: 0 for no effect and ±100 for the full control effect; potency is the fitted concentration of half-maximal effect.

| smiles | S3 lipid droplet | S3 lipid droplet cell count max |
| --- | --- | --- |
| CCOc1ccc2c(c1)[nH]c(=S)n2C | ? | . |
| CN(C(=O)c1cccc(C#CC(C)(C)O)c1)C1CCCN(Cc2ccccc2F)C1 (centres undefined) | 7% | 1 |
| Cc1cccc(NC(=O)CCCN2C(=O)c3cccc4cccc(c34)C2=O)c1 | ? | . |
| CCCCN(C(=O)c1ccc(C#N)cc1)c1c(N)n(CCC)c(=O)[nH]c1=O | ? | . |
| CSc1nc(N)nc(SCC(=O)OC(C)C)c1C#N | ? | . |
| CCOc1ccc(NS(=O)(=O)c2ccc(NC(=O)C3CC3)cc2)cc1 | ? | . |
| Cc1ccc(NC(=O)CSc2n[nH]c(-c3ccncc3)n2)c(C)c1 | ? | . |
| CCOc1ccc(/C=N/Nc2ccc(C(F)(F)F)cc2[N+](=O)[O-])cc1O | ? | . |
| Cn1ncc([N+](=O)[O-])c1C(=O)N1CCCCCC1 | ? | . |
| O=C(CN1C(=O)CCC1=O)Nc1cccc2c1C(=O)NC2=O | -17% | . |
| COc1ccc(N=c2scc(-c3ccc(S(=O)(=O)N4CCOCC4)cc3)n2CCCO)cc1 | ? | . |
| N#C/C(=C\c1cc2c(cc1Br)OCO2)c1ccc(C(=O)O)cc1 | i | . |
| Cc1ccc2sc(NC(=O)C3CC3)nc2c1C | -19% | 1 |
| Cc1cccc(OCCCC(=O)Nc2ccc(S(=O)(=O)Nc3onc(C)c3C)cc2)c1C | i | -11 |
| CN(C)/C=C(\C#N)C(=O)Nc1ccc(O)cc1F | ? | . |
| CCCCn1nc2cc(C(=O)NC[C@@H]3CCCO3)ccc2c1OCC | 0% | -2 |
| COc1ccc(-c2noc(CCC(=O)NCCCN3CCN(c4ccc(F)cc4)CC3)n2)cc1 | -1% | -4 |
| COc1ccc(/C=C/C(=O)OC(C)C(=O)c2ccccc2)cc1OC (centres undefined) | ? | . |
| O=C1Nc2ccc(S(=O)(=O)N3CCOCC3)c3cccc1c23 | ? | . |
| COc1ccc(CC(=O)NCc2ccc3c(c2)OCO3)cc1 | ? | . |
| COC(=O)c1ccc(Cl)c(NC(=O)CSc2nnc(-c3ccncc3)o2)c1 | ? | . |
| COc1cc(/C=C/c2c([N+](=O)[O-])c(=O)n(C)c(=O)n2C)cc(OC)c1OC | ? | . |
| Cc1nnc(SCC(=O)NC(C)(C)C)n1NCc1c(F)cccc1Cl | ? | . |
| Cc1c(C)c2c(OCC(=O)NCc3ccncc3)cc3c(c2oc1=O)CCC(C)(C)O3 | -24% | 11 |
| O=C1CC(/C=C/c2ccccn2)=Nc2ccccc2N1 | ? | . |
| CC(C)[C@@H]1CC[C@@H](C)c2c(-c3ccccc3)n[nH]c21 | ? | . |
| CCN(Cc1ccncc1)C(=O)c1ccccc1NS(=O)(=O)c1ccc(F)cc1 | 0% | 12 |
| CC1Cc2ccccc2N1C(=O)CSc1nc(N)cc(=O)[nH]1 (centres undefined) | ? | . |
| Cc1cc(C)n2nc(CC(=O)NC3CCCCCC3)nc2n1 | ? | . |
| O=C(CN1CCN(C(=O)c2ccco2)CC1)Nc1ccc(F)cc1F | i | -13 |

(continued)
| smiles | S3 lipid droplet | S3 lipid droplet cell count max |
| --- | --- | --- |
| CN1CCN(CCCNC(=O)c2ccc(NC(=O)C3=CSCCO3)cc2)CC1 | i | -15 |
| C=CCNC(=S)N1CCC(C(=O)c2ccc(Cl)cc2)CC1 | ? | . |
| Cc1cccc(NC(=O)/C(=C\c2ccc([N+](=O)[O-])o2)NC(=O)c2ccc(Cl)cc2)c1 | ? | . |
| Cc1ccc(/C=N/NC(=O)c2cc3c(ccc4ccccc43)o2)o1 | ? | . |
| CCOc1ncccc1C(=O)OC(C)C(=O)NC(=O)NC1CCCCC1 (centres undefined) | 10% | 7 |
| CCN1C2=C(C(=O)CCC2)C(c2ccc(O)c(Br)c2)C2=C1CCCC2=O | ? | . |
| O=C(Nc1ccccc1C(F)(F)F)N1CCC(n2c(=O)[nH]c3ccccc32)CC1 | -6% | -22 |
| Cc1cc(C)n2ncc(S(=O)(=O)c3ccccc3)c2n1 | 10% | 5 |
| Cc1ccccc1CN1CCc2c(OCC(=O)N3CCCc4ccccc43)cccc2C1=O | ? | . |
| COc1ccc(NC(=O)COC(=O)/C=C/C(=O)OCC(=O)Nc2ccc(OC)c(Cl)c2)cc1Cl | ? | . |
| O=[N+]([O-])c1cc(C(F)(F)F)cc([N+](=O)[O-])c1NCCCNc1ccc([N+](=O)[O-])c2cccnc12 | ? | . |
| Cc1ccc(-c2nc(P(=O)(c3ccccc3)c3ccccc3)c(N3CCOCC3)o2)cc1 | ? | . |
| CCCn1c(NCc2ccco2)nc2c1c(=O)n(C)c(=O)n2C | ? | . |
| COCCNc1nc2nonc2nc1N1C[C@H]2CC[C@H]1C2 | ? | . |
| O=C(NCCCN1CCCC1=O)c1csc2ccccc12 | ? | . |
| CCN(CC)c1nc2c(c(=O)n(C)c(=O)n2C)n1CCCc1ccccc1 | i | -18 |
| CCC(CC)NC(=O)COC(=O)c1ccc(OCC(=O)Nc2ccccc2OC)c(OC)c1 | ? | . |
| O=C(NC(=O)c1ccccc1)OCC1CCCN2CCCCC12 (centres undefined) | ? | . |
| COc1ccc(NC(=O)c2nc[nH]c2C(=O)Nc2ccccc2C)cc1 | 20% | -14 |
| CC1Cc2ccccc2N1Cc1cc(=O)n2ccsc2n1 (centres undefined) | 12% | 3 |
| COc1ccc(C(C(=O)NC(C)(C)C)N(Cc2cccs2)C(=O)CCC(=O)Nc2cc(C)on2)cc1 (centres undefined) | -10% | -12 |
| COc1ccnc(-n2cccc2/C=N/O)c1C#N | 1% | 15 |
| CC(=O)c1cccc(NC(=S)NC(=O)CC(C)C)c1 | i | 21 |
| CCN(CC(=O)NCc1cccs1)C(=O)c1ccc(S(=O)(=O)Nc2ccccc2OC)cc1 | -32%[0.0737 µM] | . |
| Cc1c(C(=O)NCC2CCCO2)oc2ccc(Br)cc12 (centres undefined) | 16% | . |
| O=C(CN1CCN(S(=O)(=O)c2ccc(F)c(F)c2)CC1)Nc1ccccc1C(=O)NC1CC1 | ? | . |
| O=C1N=C(C=c2ccc(=Cc3[nH]c(=O)[nH]c3O)cc2)C(=O)N1 | 2% | 10 |
| COc1cccc(CNC(=O)C(=O)NCCc2ccc(OC)c(OC)c2)c1 | 23% | . |
| O=[N+]([O-])c1c(C(Cl)Cl)nn(-c2ccccc2)c1N1CCCC1 | 19% | -20 |
| Cc1ccccc1-n1ncc2c1CC(C)(C)CC2NC(=O)c1ccncc1 (centres undefined) | ? | . |

Whole records, quoted from the list. Screens in order: S3 lipid droplet | S3 lipid droplet cell count max
COc1ccnc(-n2cccc2/C=N/O)c1C#N is entered as 1% | 15
COc1ccc(NC(=O)c2nc[nH]c2C(=O)Nc2ccccc2C)cc1 is entered as 20% | -14
CCN(CC(=O)NCc1cccs1)C(=O)c1ccc(S(=O)(=O)Nc2ccccc2OC)cc1 is entered as -32%[0.0737 µM] | .
O=C(NCCCN1CCCC1=O)c1csc2ccccc12 is entered as ? | .

(listing goes on)
| smiles | S3 lipid droplet | S3 lipid droplet cell count max |
| --- | --- | --- |
| CCOc1ccc(Nc2nc(N(C)c3ccccc3)nc(N)c2[N+](=O)[O-])cc1 | ? | . |
| COc1ccc2[nH]c(C(=O)NCCc3ccccc3)cc2c1 | 14% | 15 |
| CCCCn1nc(NC(=O)c2cccs2)c2cc3cc(OC)ccc3nc21 | ? | . |
| Cc1cccc(NC(=O)CCc2c(C)nn(-c3ccc(N4CCCCC4)nn3)c2C)c1 | ? | . |
| COc1ccc(NC(=O)CC2Nc3cc(C)c(C)cc3NC2=O)c([N+](=O)[O-])c1 (centres undefined) | 7% | 6 |
| O=C(NCc1ccccn1)C1COc2ccccc2O1 (centres undefined) | ? | . |
| CCOc1nc(Nc2ccc(OC)c(Cl)c2)nc(OCC)n1 | ? | . |
| CCOC(=O)c1cc(CC)sc1NC(=O)COC(=O)C1CCC1 | -1% | 12 |
| Cc1ccc(C)c(OCCCN2CCc3ccccc3C2)c1 | ? | . |
| COCCNC(=O)C(c1cccs1)N(CCc1ccccc1)C(=O)Cn1nnc2ccccc21 (centres undefined) | i | . |
| O=C(CSc1nnc(-c2c[nH]c3ccccc23)n1-c1ccc(F)cc1)NCc1ccco1 | -6% | -9 |
| COc1ccc(-c2csc(Nc3cccnc3)n2)cc1OC | -7% | -9 |
| COc1ccc(C2CC(=O)n3c(nc4ccccc43)S2)cc1OC (centres undefined) | -8% | -6 |
| COC(=O)c1[nH]c2ccc(Cl)cc2c1NC(=O)c1ccccc1[N+](=O)[O-] | ? | . |
| CN1CCC(=NNc2ccc(S(=O)(=O)N3CCOCC3)cc2[N+](=O)[O-])CC1 | ? | . |
| N/C(=N\OC(=O)CC1CCCCC1)c1ccccc1 | ? | . |
| CS(=O)(=O)c1ccc2nc(NC(=O)CN3C(=O)NC4(CCCC4)C3=O)sc2c1 | ? | . |
| CCOC(=O)c1cn(CC(=O)Nc2ccc3c(c2)OCCO3)nn1 | i | . |
| O=C(Cc1ccccc1F)Nc1nc(-c2cccnc2)cs1 | ? | . |
| Cc1cc(C(=O)N2CCN(S(C)(=O)=O)CC2)cs1 | ? | . |
| Cc1ccc(COc2ccsc2C(=O)NNC(N)=S)cc1 | -7%[9.22 µM] | 0 |
| CCCSCCCNC(=O)c1ccccc1NC(=O)C1=CSCCO1 | i | 12 |
| O=C1NN(c2ccc(Cl)cc2)C(=O)/C1=C\c1ccc(-c2cccc(C(=O)O)c2)o1 | -5% | -13 |
| CC(OC(=O)c1ccc(S(=O)(=O)N(C)c2ccccc2)cc1)C(=O)NCCC1=CCCCC1 (centres undefined) | -19% | 16 |
| Clc1cccc(Cl)c1CON/C=N/c1ncnc2sccc12 | ? | . |
| Cc1sc2nc(COC(=O)c3cccc(S(=O)(=O)N(C)c4ccccc4)c3)[nH]c(=O)c2c1C | ? | . |
| CCOC(=O)N1CCC(N(CCN(C)C)C(=S)Nc2ccc(F)c(Cl)c2)CC1 | ? | . |
| O=C(Nc1cccc(C(F)(F)F)c1)c1cccc(NS(=O)(=O)c2ccc(O)c(C(=O)O)c2)c1 | ? | . |
| O=C(Cc1ccccc1)NNC(=O)C1CCCC1 | ? | . |
| CC(C)(C)C(=O)NC1CCN(S(=O)(=O)c2ccc(C(F)(F)F)cc2)CC1 | i | -97 |

Continued; the last 2 above are carried over.
| smiles | S3 lipid droplet | S3 lipid droplet cell count max |
| --- | --- | --- |
| O=C(Cc1ccccc1)NNC(=O)C1CCCC1 | ? | . |
| CC(C)(C)C(=O)NC1CCN(S(=O)(=O)c2ccc(C(F)(F)F)cc2)CC1 | i | -97 |
| Cc1cc(Cl)ccc1NC(=O)CN1CCC(C(O)(c2ccccc2)c2ccccc2)CC1 | -1% | 6 |
| Nc1cccc(C(=O)NCCNC(=O)c2cccc(N)c2)c1 | ? | . |
| COCCN(C(=O)CC1C(=O)NCCN1Cc1ccc(-c2ccccc2)cc1)C(C)C (centres undefined) | 21% | 1 |
| CCN(c1ccccc1)S(=O)(=O)c1ccc(Cl)c(NC(=O)CSc2nncs2)c1 | ? | . |
| CSCCCNC(=O)c1ccccc1OC1CCN(S(C)(=O)=O)CC1 | 2% | 6 |
| O=C(Nn1cnnc1)c1ccccc1F | 9% | 7 |
| CC(=O)Nc1ccc(NC(=O)C2CCCN(S(=O)(=O)c3ccc(-n4cnnn4)cc3)C2)cc1 (centres undefined) | ? | . |
| C=C(C)Cn1c(N2CCN(c3ccc(OC)cc3)CC2)nc2c1c(=O)n(C)c(=O)n2C | 3% | -18 |
| Fc1ccccc1N1CCN(CCCNc2ccc3nncn3n2)CC1 | ? | . |
| O=c1oc2ccccc2cc1-c1nc(-c2cccs2)cs1 | ? | . |
| CN1C(=O)NC(NC(=O)C2CCCCC2)(C(F)(F)F)C1=O (centres undefined) | ? | . |
| O=C(O)c1cc(-c2ccc(Cl)cc2)n(-c2ccccc2)n1 | ? | . |
| COc1cc(C(=O)NNC(=O)C2CC2)cc(OC)c1OC | ? | . |
| Cc1ccc(C2N(c3ccc(F)cc3)C(=O)C3CCCN32)cc1 (centres undefined) | ? | . |
| CCOC(=O)N1CCc2c(sc(NC(=O)CN3CCOCC3)c2C#N)C1 | 10% | -9 |
| COc1ccc(-c2nc(CS(=O)(=O)CC(=O)NCc3ccccc3Br)c(C)o2)cc1 | -6% | 12 |
| CC(C)(C)c1cc(CN2CCOCC2)c(C(=O)O)o1 | ? | . |
| CCC(C)NS(=O)(=O)c1ccc(NC(=O)C(Sc2ccccc2)c2ccccc2)cc1 (centres undefined) | ? | . |
| CC(C)(C)NC(=O)C(c1ccccn1)N(C(=O)c1csnn1)C1CCCC1 (centres undefined) | 7% | -1 |
| CC(=O)c1cnc(Nc2nc(C)c3ccc(C)cc3n2)nc1C | ? | . |
| CCOc1ccc(CN2CCCC(CO)(Cc3ccccc3F)C2)cc1 (centres undefined) | -6% | 3 |
| CC(=O)CCc1c(C)[nH]c2ccc(NC(C)=O)cc2c1=O | ? | . |
| COc1cccc(-n2c(C)c3c(OC)cccc(=O)c3c2C)c1 | 1% | . |
| COc1cc(OC)cc(C(=O)Nc2ccc(S(=O)(=O)Nc3cc(C)nc(C)n3)cc2)c1 | ? | . |
| OCCN(CCO)CC(O)COc1ccc(Br)cc1 (centres undefined) | ? | . |
| CCCCCCCCCCOC(=O)C[N+](C)(C)C/C=C(/C)Cl | 2.1µM* | -25* |
| N#CCN1CCCC(C(N)=O)C1 (centres undefined) | -12% | 2 |
| Nc1cc(C(F)(F)F)cc([N+](=O)[O-])c1N | ? | . |
| Cc1cc(=O)oc2cc(NC(=O)C3CC(=O)N(Cc4ccccc4)C3)ccc12 (centres undefined) | ? | . |
| O=C(CSc1ncccn1)Nc1ccc(N2CCOCC2)cc1 | 4% | 0 |
| CCC(=O)Nc1ccc(C(=O)COC(=O)Cc2ccsc2)cc1 | ? | . |

Some of the compounds tested; count on the stated rates, not on these rows.
